NPR2 activator – human GC-B receptor activators, primary screen, HEK293 GC-B cells, cGMP TR-FRET, EC30 CNP; hit rate 0.11% among 370,000; 0% at EC30 CNP, 100% saturating CNP; AID 1920062, 2024; activation, % at 10 µM; Atrial natriuretic peptide receptor 2 (Homo sapiens), P20594;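 active = activation at 10 µM reaching about 35% in either raw or pattern-adjusted values, limit read from the data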
NR1D1 modulator – modulators of Rev-erb alpha DNA binding, primary screen, biochemical, FITC-DNA, fluorescence polarization, uHTS. Nuclear receptor subfamily 1 group D member 1 (Homo sapiens), P20393. Rev-erbα–FITC-DNA binding, 90 min. activity, % at 10 µM. hit rate 0.79% among 370,000. AID 1259318, 2017;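 active = activity above about 14%, limit read from the data; passing the limit was not always enough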;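 also: 0% = DMSO wells with 35 nM protein and 100% = DMSO wells with 750 nM protein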
HTRA1 inhibitor – HTRA1 serine protease inhibitors, primary screen, biochemical, fluorescence polarization, HTS; recombinant HTRA1, FP-rhodamine activity-based probe; hit rate 0.5% among 340,000; AID 504803, 2011; inhibition, % at 5.96 µM; in the data active = inhibition above about 36%;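 also: 0% = enzyme with DMSO and 100% = wells lacking enzyme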
Target sequence (Q92743 whole entry, looked up): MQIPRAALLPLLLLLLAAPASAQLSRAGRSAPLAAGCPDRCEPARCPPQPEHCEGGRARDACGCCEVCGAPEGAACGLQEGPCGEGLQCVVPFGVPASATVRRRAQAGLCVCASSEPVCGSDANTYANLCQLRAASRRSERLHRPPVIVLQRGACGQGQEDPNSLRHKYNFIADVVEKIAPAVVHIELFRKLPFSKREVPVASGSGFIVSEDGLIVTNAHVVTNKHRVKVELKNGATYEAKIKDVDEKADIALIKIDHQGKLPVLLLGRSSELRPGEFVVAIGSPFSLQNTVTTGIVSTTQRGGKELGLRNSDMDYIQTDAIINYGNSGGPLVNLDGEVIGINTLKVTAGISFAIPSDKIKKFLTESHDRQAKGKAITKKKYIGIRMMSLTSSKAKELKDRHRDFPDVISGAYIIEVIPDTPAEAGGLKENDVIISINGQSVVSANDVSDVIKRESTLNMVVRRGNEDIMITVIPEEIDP
ARFGAP1 inh – inhibitors of rat ARFGAP1 GAP activity, primary screen, biochemical, fluorescence polarization, GDP tracer | ADP-ribosylation factor GTPase-activating protein 1 (Rattus norvegicus), Q62848 | Arfgap1-stimulated ARF1 GTP hydrolysis, GDP FP detection | inhibition, % at 16.5 µM | hit rate 0.26% among 360,000 | AID 651572, 2012;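 active = inhibition above a per-plate limit, mean inhibition of low control wells plus 3 SD, cut at about 25% in these data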;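 also: 0% = DMSO wells with enzyme and 100% = wells lacking Arfgap1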
Target sequence (Q62848 1-136 limits assumed): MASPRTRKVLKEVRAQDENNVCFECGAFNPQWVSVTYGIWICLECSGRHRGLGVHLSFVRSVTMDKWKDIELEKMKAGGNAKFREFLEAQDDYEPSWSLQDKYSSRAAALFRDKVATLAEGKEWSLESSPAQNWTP
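Material – truncated rat Arfgap1 GAP domain · Buffer or medium – HEPES-based buffer, pH 7.5 · Reagent – human ARF1(Δ1-17)-GTP substrate · Dosing – 16.5 µM single point, 1.26% DMSO · Schedule – GTP hydrolysis reaction 2 h at 25 °C · Technique – GDP detection by fluorescence polarization · Benchmarks – No-Arfgap1 wells (100%) versus DMSO full-reaction wells (0%) · Repeats – single replicate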
rCAG RNA binder – binders of r(CAG) RNA repeats, primary screen, biochemical, fluorescence; AID 651821, 2012; inhibition, % at 3 µM; r(CAG) RNA repeat, TO-PRO-1 dye displacement fluorescence; hit rate 1.3% among 370,000;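 active = inhibition above the plate cutoff, the mean of all test compounds on that plate plus 3 SD, cut at about 35% in these data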;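 also: 0% = DMSO alone and 100% = 100 µM mitoxantrone as full dye displacement; higher means more dye released from RNA so lower well fluorescence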
ASAP1 inh – inhibitors of human ASAP1 ArfGAP activity, primary screen, biochemical, fluorescence polarization | hit rate 0.19% among 360,000 | inhibition, % at 16.5 µM | ASAP1-stimulated ARF1 GTP hydrolysis, GDP FP detection; in the data active = inhibition above about 25%;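 also: 0% = vehicle with enzyme and substrate and 100% = no enzyme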
Target sequence (Q9ULH1 325-724 limits assumed): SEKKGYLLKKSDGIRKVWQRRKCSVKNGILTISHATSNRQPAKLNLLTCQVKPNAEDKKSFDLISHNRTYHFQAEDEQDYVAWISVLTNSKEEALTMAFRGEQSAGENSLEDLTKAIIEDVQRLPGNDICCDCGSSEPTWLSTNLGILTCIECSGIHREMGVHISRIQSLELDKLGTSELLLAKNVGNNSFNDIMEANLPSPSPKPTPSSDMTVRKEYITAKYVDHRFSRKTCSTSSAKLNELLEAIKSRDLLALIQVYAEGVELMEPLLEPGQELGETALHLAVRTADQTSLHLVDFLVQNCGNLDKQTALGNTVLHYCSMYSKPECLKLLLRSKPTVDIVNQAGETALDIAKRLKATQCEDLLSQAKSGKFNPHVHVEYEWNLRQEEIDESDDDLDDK
GC-A act – GC-A stimulated cGMP production enhancers – HEK293 GC-A cells, cGMP TR-FRET, EC30 ANP, primary screen; Atrial natriuretic peptide receptor 1 (Homo sapiens), P16066; 0% at EC30 ANP, 100% saturating ANP; activation, % at 10 µM; hit rate 0.14% among 370,000; AID 1671463, 2021; in the data active = activation above about 40%
mABHD4 FP – ABHD4 inhibitors, primary screen, biochemical, fluorescence polarization, mouse. (Lyso)-N-acylphosphatidylethanolamine lipase (Mus musculus), Q8VD66. purified mABHD4, FP-Rh probe fluorescence polarization. inhibition, % at 8.92 µM. hit rate 0.54% among 370,000;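 active = inhibition exceeding the mean over every tested compound plus 3 SD, cut at about 30% in these data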;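 also: 0% = plate median of compound wells and 100% = S159A mutant with DMSO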
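Test system: mABHD4 protein | Buffer or medium: HEPES pH 7.0 buffer, 150 mM NaCl, 0.01% Pluronic F-127 | Probe or stimulus: FP-Rh fluorescent activity-based probe, added after compound pre-incubation | Timing: Pre-incubation 45 min, probe exposure 60 min, at 25 °C | Technique: Fluorescence polarization, excitation 525 nm, emission 598 nm, BODIPY TMR filters | Repeats: Single well per compound (singlicate)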
SMARCA2 activ – SMARCA2 (BRM) function activators, primary screen, cell-based, luminescence, high throughput; MG213 cells, MMTV-luciferase reporter, dexamethasone, overnight; activation, % at 9.1 µM; hit rate 1% among 370,000; in the data active = activation above about 7.8%;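 also: 0% = vehicle wells and 100% = reference activator wells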
PG9 Ab binder – binders of HIV-1 gp120 antibody PG9, primary screen, biochemical, TR-FRET | AID 624416, 2012 | TR-FRET gp120-PG9 antibody binding | hit rate 0.43% among 360,000 | inhibition, % at 6.7 µM | HIV-1 gp120 / PG9 antibody interaction; in the data active = inhibition above about 8.5%
Numbers without * were called inactive; / = no result given.

SMILES	NPR2 activator	NR1D1 modulator	HTRA1 inhibitor	ARFGAP1 inh	rCAG RNA binder	ASAP1 inh	GC-A act	mABHD4 FP	SMARCA2 activ	PG9 Ab binder
CC1CCN(C(=O)c2cccc(S(=O)(=O)N3CCN(c4ccccc4)CC3)c2)CC1	5	-3	5	-8	-3	-11	-1	3	0	0.1
CCCC#CCN1CCN(C23CC4CC(CC(C4)C2)C3)CC1	0	-6	5	-10	1	7	2	-1	0	-1.0
O=C(CN1CCCCC1)NNc1nc(-c2ccccc2)c2cc(Br)ccc2n1	1	5	4	1	-1	1	-3	-2	0	-0.3
O=c1cc(NCC2CCCO2)[nH]c(=O)n1-c1ccc(Cl)cc1 (configuration not stated)	-1	-4	10	2	2	-6	4	-6	0	-2.4
CC(=O)C1(C)N(O)C(C)(C)C(c2cccs2)=[N+]1[O-] (configuration not stated)	-1	-3	-5	7	-2	-16	-2	1	-3	-1.0
CCCN(CCC)C(=O)C1CCN(c2cc(C)nc3c(-c4ccc(OC)c(OC)c4)c(C)nn23)CC1	11	-7	0	11	2	6	0	6	-3	0.4
Cc1cc(C)cc(N(C(=O)CNC(=O)c2cccs2)C(C(=O)NC2CCCC2)c2cccnc2)c1 (configuration not stated)	-2	0	-6	2	-9	-7	-6	-2	0	1.2
C[C@H](O)[C@@H]1CN2CCc3c([nH]c4ccccc34)[C@@H]2C[C@@H]1N(C)C(=O)Nc1cccc2ccccc12	1	-4	/	-5	9	-4	-4	20	-4	-3.8
O=C(NCc1ccncc1)C1COc2ccccc2O1 (configuration not stated)	8	3	-1	2	1	9	-1	-6	0	-1.7
Cc1cccnc1NC(=O)c1ccc(NS(=O)(=O)c2ccc3[nH]c(=O)[nH]c3c2)cc1	6	-2	-2	-11	1	13	1	-3	0	1.4
CCOC(=O)N1CCC(=NNC(=O)COc2ccc(C#N)cc2)CC1	0	1	4	3	0	-4	6	0	-2	-0.3
COCCn1c(SCC(=O)NCc2ccccc2)nc2ccccc21	4	0	-2	4	-4	-10	4	8	-2	-1.3
Cc1cc(C(F)F)n2ncc(C(=O)NC3CCCCCC3)c2n1	3	-5	-2	10	-1	5	4	-3	1	-0.6
COc1cc(C2N(c3cccc(Cl)c3)C(=O)C3CCCN32)cc(OC)c1OC (configuration not stated)	-13	2	8	-19	1	-8	-10	-9	-2	0.6
COc1ccc(OCCn2c(N)nc3ccccc32)cc1	-15	1	6	-6	-1	3	-14	2	-1	-0.9
COc1cccc(CN2CCNC(=O)C2CC(=O)NCCc2ccccn2)c1 (configuration not stated)	2	5	8	1	-1	-1	-2	-3	0	-1.8
Cc1c(OCc2ccccc2)c(=O)ccn1Cc1ccc(F)cc1	-4	2	-16	-15	-5	0	-9	-16	-3	-0.1
COc1ccccc1Oc1coc2cc(O)ccc2c1=O	3	-2	6	-6	2	-4	2	-1	1	-1.4
Cc1[nH]n(-c2ccccc2)c(=O)c1N=Nc1ccc(F)cc1	3	0	13	1	1	-8	5	-6	4	3.0
COc1ccccc1CNC(=O)C[C@H]1CC[C@H]2[C@@H](COc3ccc(NC(=O)Nc4ccccc4)cc3C(=O)N2C)O1	11	0	/	/	5	/	1	11	-4	/
O=C(OCCCCN1C(=O)c2ccccc2C1=O)c1ccc(Br)o1	5	6	-13	3	0	0	2	-2	-2	-1.5
Cc1ccc(NC(=O)CN2CCC(C(=O)c3ccc(F)cc3)CC2)cc1	0	0	-9	5	-6	-12	0	-2	-1	-1.4
CCCNC(=O)C1(C)CCN(C(=O)c2ccc(OC(F)F)cc2)C1 (configuration not stated)	-3	-3	/	2	2	-4	4	1	-4	0.3
O=C1S/C(=C\c2cccs2)C(=O)N1c1ccc(O)cc1	-2	0	-10	7	6	2	-5	-2	7	-0.4
Cc1ccc(OCC(=O)Nc2ccc(N3CCOCC3)cc2)cc1	2	0	12	-3	-3	0	5	-1	0	-1.6
COc1ccc(C(CC(=O)c2ccc3c(c2)OCO3)C(=O)O)cc1OC (configuration not stated)	0	2	6	0	7	3	3	-2	0	-1.3
CCOC(=O)c1sc(NC(=S)NC(=O)c2ccc(OC)cc2)nc1C	-8	83*	1	0	0	-4	7	2	3	-0.5
COc1ccc(NC(=O)N(C)C[C@H]2OCc3cnnn3CCCC(=O)N([C@H](C)CO)C[C@@H]2C)c(OC)c1	7	-2	/	-8	5	5	-1	-2	-5	-3.9
CC(C)OC(=O)c1cc2ccccc2oc1=O	-1	-5	-2	-1	0	-9	0	3	5	-0.8
COc1cccc(C(=O)Nc2nnc(-c3ccccc3)s2)c1OC	-4	2	-12	-10	2	8	-3	-11	4	0.1
O=C(CSc1ccccc1)N1CCCC(N2CCN(c3ccccc3)CC2)C1 (configuration not stated)	2	-1	-5	-18	-7	4	2	1	2	-2.4
O=S(=O)(c1cccc2cccnc12)N1CCN(c2ccc(F)cc2)CC1	-4	2	-1	10	-1	-4	1	3	0	1.0
CCOc1ccc(N2C(=O)CC(N(Cc3ccco3)C(=O)CC)C2=O)cc1 (configuration not stated)	1	1	7	-5	0	-9	2	1	2	2.2
CCc1ccccc1N1CC23C=CC(O2)C(C(=O)OCC(C)C)C3C1=O (configuration not stated)	4	-1	4	9	0	-2	-1	0	0	0.1
CCN1C(=O)C2(C(C#N)=C(N)Oc3n[nH]c(COC)c32)c2ccccc21 (configuration not stated)	0	3	8	5	-5	-7	6	-4	2	-0.1
CCCCCC(=O)N1C[C@@H](n2cc(COC(=O)c3ccccc3)nn2)[C@H](O)C[C@@H]1c1ccccc1	0	-2	3	6	0	-1	-8	-6	-4	0.4
CCN(CC)C(=O)c1[nH]cnc1C(=O)N[C@H](C)c1ccccc1	-1	-1	4	-4	0	11	1	-1	-1	-2.3
O=C1C(=O)N(CCN2CCOCC2)C(c2ccccc2)/C1=C(\O)c1ccc2c(c1)OCCO2 (configuration not stated)	3	-6	6	-9	3	-5	8	19	1	15*
CCn1c(SCC(=O)Nc2nc(-c3ccccc3)cs2)nc2c1c(=O)n(C)c(=O)n2C	-2	-4	6	3	0	0	1	0	0	0.6
COc1ccc([C@@H]2[C@@H]3C(=O)N(C(C)(C)C)C(=O)[C@@H]3[C@]3(C)C(=O)N(c4ccccc4)C(=O)N23)cc1	-7	2	-14	-5	-6	-11	-1	-1	1	-0.8

Complete entries from above:
Shown for `CCN(CC)C(=O)c1[nH]cnc1C(=O)N[C@H](C)c1ccccc1` : NPR2 activator: -1; NR1D1 modulator: -1; HTRA1 inhibitor: 4; ARFGAP1 inh: -4; rCAG RNA binder: 0; ASAP1 inh: 11; GC-A act: 1; mABHD4 FP: -1; SMARCA2 activ: -1; PG9 Ab binder: -2.3
Shown for `CCCCCC(=O)N1C[C@@H](n2cc(COC(=O)c3ccccc3)nn2)[C@H](O)C[C@@H]1c1ccccc1` : NPR2 activator: 0; NR1D1 modulator: -2; HTRA1 inhibitor: 3; ARFGAP1 inh: 6; rCAG RNA binder: 0; ASAP1 inh: -1; GC-A act: -8; mABHD4 FP: -6; SMARCA2 activ: -4; PG9 Ab binder: 0.4
Shown for `CCN1C(=O)C2(C(C#N)=C(N)Oc3n[nH]c(COC)c32)c2ccccc21` (configuration not stated) : NPR2 activator: 0; NR1D1 modulator: 3; HTRA1 inhibitor: 8; ARFGAP1 inh: 5; rCAG RNA binder: -5; ASAP1 inh: -7; GC-A act: 6; mABHD4 FP: -4; SMARCA2 activ: 2; PG9 Ab binder: -0.1

The list continues.
SMILES	NPR2 activator	NR1D1 modulator	HTRA1 inhibitor	ARFGAP1 inh	rCAG RNA binder	ASAP1 inh	GC-A act	mABHD4 FP	SMARCA2 activ	PG9 Ab binder
O=C(CN1CCN(C(=O)c2ccco2)CC1)Nc1ccc2c(c1)OCCO2	0	-5	-1	21	0	6	-5	-5	-1	0.2
COc1ccc2nc(Cl)c(C#N)cc2c1	0	10	-3	10	-3	-9	1	-3	2	-1.8
Cc1ccc(SC2CCN(C(=O)C3CCC(=O)N(C4CC4)C3)CC2)cc1 (configuration not stated)	1	-6	2	0	-6	-12	4	5	1	0.5
Clc1cccc(NCc2nnc(SCc3ccccc3Cl)o2)c1	-4	4	-32	24	1	0	2	-11	1	1.0
COc1cccc([C@@H](NC(=O)C(F)(F)F)[C@@H]2CCCC=C2c2ccccc2)c1	-10	3	/	6	2	-2	-3	-2	-1	-0.7
Cc1ccc(NC(=O)Cc2noc3ccccc23)cc1	-2	-4	-2	6	-1	-1	1	2	4	-0.7
CCN1CCN(C(=O)C2CCN(Cc3nc(-c4cccc(Cl)c4)oc3C)CC2)CC1	-5	2	0	-9	0	-5	1	-8	-2	-1.1
Cc1cc(C)c(NC(=O)CN(C)C(C)C(=O)N2CCc3ccccc32)c(C)c1 (configuration not stated)	-4	3	-10	9	1	-9	-3	3	0	1.3
O=C(CSc1nnnn1-c1cccc2ccccc12)NC(C(=O)O)(c1ccccc1)c1ccccc1	1	6	-2	-1	46*	-6	5	-5	-3	-2.1
CC(=O)c1ccc(N2Cc3ccccc3C2)cc1	1	-3	-14	-7	12	10	5	-1	6	-0.1
Cc1ccc(Cn2ccnc2SCC(=O)NC2CCCC2)cc1	-4	-1	0	4	-5	1	0	1	3	-2.4
O=C(CCS(=O)(=O)c1ccc(Cl)cc1)Nc1cccc(S(=O)(=O)N2CCCCCC2)c1	3	0	-27	5	3	10	-2	-9	5	-0.9
Cc1nn(C)cc1CNC(=O)C1C2CCC(C2)C1C(=O)O (configuration not stated)	3	-7	/	-7	-1	-8	4	0	-5	-2.0
CCOC(=O)C1(C)CCCN1C(=O)c1sccc1C (configuration not stated)	9	5	/	0	-1	2	0	-11	0	-0.1
Cn1c(=O)c(C(=O)NNC(=O)c2ccccc2F)c(O)c2ccccc21	4	-3	-5	6	12	0	4	0	0	-2.2
Cc1nn2cc(-c3cccc(Cl)c3)cnc2c1Br	-8	-4	-4	0	-1	-8	-9	5	1	1.2
CC(=O)c1ccc(N2CCN(C(=O)C3CCCN(c4ncnc5c4nc4n5CCCCC4)C3)CC2)cc1 (configuration not stated)	4	-2	-5	-5	-5	0	0	-1	-5	-0.3
COCn1c(COc2ccccc2)nc2ccccc21	-5	-3	-2	20	-3	7	0	1	9.2*	-1.9
Cc1ccc(C(=O)NC=C(Cl)Cl)cc1	-2	-3	-2	4	0	-5	-3	-7	-2	3.6
CCOC(=O)C(NC(=O)CC(C)C)(Nc1sc2c(c1C(N)=O)CCCC2)C(F)(F)F (configuration not stated)	1	2	-1	-4	-6	-15	-1	3	-1	-0.4

Rows are unselected; 4.4% or so of the library scored in one or more.
